TDP2 absorb: TDP2 (human) inhibition, absorbance primary screen | O95551 | recombinant TDP2, T5PNP hydrolysis, p-nitrophenol absorbance 415 nm | inhibition, % at 12.8 µM | 0.34% of 370,000 active | AID 720702;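 active = inhibition above the mean of all tested compounds plus 3 SD, set per campaign, cut at about 25% in these data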;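 note: 0% = DMSO with enzyme and 100% = buffer with substrate but no TDP2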
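Material: recombinant human TDP2; quantity: TDP2 enzyme at 120 nM final; medium: Tris-HCl pH 7.5 with MgCl2; compound: single concentration, 12.8 µM nominal, with 1% DMSO; incubation: 2 h enzyme incubation at 37 °C; signal: epi absorbance; measure: percent inhibition; benchmarks: high control without enzyme, low control DMSO plus TDP2; repeats: singlicate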
ADAM17 inh: ADAM17 inhibition, QFRET primary screen; recombinant ADAM17, EDANS/DABCYL FRET peptide cleavage; P78536; 0.83% of 370,000 active; AID 720648; inhibition, % at 6.95 µM;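 active = inhibition above the mean of compounds lying between control limits plus 3 SD, set per campaign, cut at about 8.5% in these data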;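 note: 0% = DMSO-only wells as the low control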
Tn7 DDE FP: inhibitors of Tn7 peptide binding to human fibrin DD(E). P02675. FP displacement of FITC-Tn7 peptide from fibrin DD(E); 0% = median of compound wells per plate. inhibition, % at 8.3 µM. 0.13% of 370,000 active;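 active = inhibition above the mean of compounds falling within the control limits plus 3 SD of them, cut at about 14% in these data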;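 note: 0% = plate median of compound wells and 100% = 10 µM Aha-Tn7 peptide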
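Also added: labelled Tn7 tracer, 0.1 µM; Assay system: human fibrin DD(E) protein; Amount: 2 µM fibrin DD(E); Schedule: 10 min compound pre-incubation, 3 h probe incubation at room temperature; Repeats: one replicate per compound; Read-out basis: percent inhibition; Measured by: fluorescence polarization of the labelled Tn7 tracer.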
PLC-gamma1 inh: inhibitors of human phospholipase C gamma1 | AID 720700 | purified PLC-gamma1, fluorogenic substrate, fluorescence | 0.84% of 370,000 active | inhibition, % at 12.2 µM | P19174; in the data active = inhibition above about 9.5%
ADAM10 inh: ADAM10 inhibition, QFRET primary screen. recombinant ADAM10, EDANS/DABCYL FRET peptide cleavage, 3 h. inhibition, % at 7 µM. 0.62% of 370,000 active. O14672;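 active = inhibition above a per-campaign cutoff equal to the mean of compounds falling between control-based bounds plus 3 SD, cut at about 20% in these data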;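 note: 0% = DMSO wells while the 100% control is not disclosed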
ASAP1 inh: inhibitors of human ASAP1 ArfGAP activity; Q9ULH1; 0.19% of 360,000 active; inhibition, % at 16.5 µM; ASAP1-stimulated ARF1 GTP hydrolysis, GDP FP detection; in the data active = inhibition above about 25%;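 note: 0% = vehicle with enzyme and substrate and 100% = no enzyme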
Tn6 DDE FP: inhibitors of Tn6 peptide binding to human fibrin DD(E); 0.21% of 370,000 active; inhibition, % at 8.3 µM; P02675; Fibrin DD(E) TRITC-Tn6 fluorescence polarization displacement;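 active = inhibition above a per-campaign cutoff: mean of compounds within control limits plus 3 SD, cut at about 15% in these data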;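 note: 0% = median of all compound wells on the plate and 100% = blocking peptide control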
SIAE primary: inhibitors of human sialic acid acetylesterase SIAE; Q9HAT2; SIAE FP-Rh probe binding, fluorescence polarization; inhibition, % at 9.66 µM; 0.69% of 370,000 active;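 active = inhibition above a cutoff: mean of compounds within the control limits plus 3 SD of those, cut at about 17% in these data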;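 note: 0% = plate median of compound wells and 100% = probe without SIAE protein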
Target sequence (Q9HAT2 whole entry, looked up): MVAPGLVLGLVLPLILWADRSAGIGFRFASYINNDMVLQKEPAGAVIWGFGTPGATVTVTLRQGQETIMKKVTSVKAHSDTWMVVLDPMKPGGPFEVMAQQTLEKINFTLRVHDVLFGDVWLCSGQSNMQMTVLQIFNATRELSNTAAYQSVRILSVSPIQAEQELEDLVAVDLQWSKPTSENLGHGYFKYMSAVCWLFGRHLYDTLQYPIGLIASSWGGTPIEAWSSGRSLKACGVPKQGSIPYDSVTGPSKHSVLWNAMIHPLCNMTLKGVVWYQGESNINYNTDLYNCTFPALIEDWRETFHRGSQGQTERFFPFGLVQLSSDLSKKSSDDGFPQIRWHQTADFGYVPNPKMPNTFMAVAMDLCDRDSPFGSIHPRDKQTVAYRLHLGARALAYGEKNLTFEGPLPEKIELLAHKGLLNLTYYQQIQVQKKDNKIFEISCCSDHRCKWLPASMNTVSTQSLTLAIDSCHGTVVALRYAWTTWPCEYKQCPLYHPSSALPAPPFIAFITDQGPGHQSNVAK
PLCb3 inh: inhibitors of human phospholipase C beta3; 0.18% of 370,000 active; Purified PLC-beta3, fluorogenic substrate, fluorescence; Q01970; inhibition, % at 12.2 µM; in the data active = inhibition above about 11%;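 note: 0% = median of compound wells on plate and 100% = full blocker control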
ARFGAP1 inhibitor: inhibits rat ARF GTPase activating protein 1; Q62848; Arfgap1-stimulated ARF1 GTP hydrolysis, GDP FP detection; inhibition, % at 16.5 µM; 0.26% of 360,000 active;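 active = inhibition above a per-plate limit, mean inhibition of low control wells plus 3 SD, cut at about 25% in these data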;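 note: 0% = DMSO wells with enzyme and 100% = wells lacking Arfgap1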
Target sequence (Q62848 1-136 limits assumed): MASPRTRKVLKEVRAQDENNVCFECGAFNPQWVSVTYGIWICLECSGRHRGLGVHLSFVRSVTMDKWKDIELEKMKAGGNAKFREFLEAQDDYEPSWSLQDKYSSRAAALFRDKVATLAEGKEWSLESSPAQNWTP
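Assay system: Rat Arfgap1 GAP domain (His6, aa 1-136), purified enzyme | Buffer or medium: HEPES 25 mM pH 7.5, NaCl 150 mM, MgCl2, DTT | Schedule: GTP hydrolysis reaction 2 h at 25 °C | Signal: FP of antibody-bound GDP Alexa 633 tracer, ex 620/em 688 nm | Measure: Percent inhibition of Arfgap1-stimulated GTP hydrolysis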
The depositor's hits bear a star; i = inactive; . = no result given.

1: CCOC(=O)[C@]12CCCCC/C=C\1N(CCc1ccc(Cl)cc1)C(=O)[C@H]2CC(=O)N1CCSCC1
2: Cc1ccc(C(=O)Nc2cccc3[nH]c(C(F)(F)F)nc23)cc1
3: NNC(=O)C(=O)/C=C1\NC2(CCCC2)Cc2ccccc21
4: O=C(O)CNC(=S)N(Cc1ccccc1)Cc1ccccc1F
5: CC(=O)OC[C@@H]1CN(Cc2ccccc2)C[C@H](n2cnc3c(Nc4ccccc4)ncnc32)O1
compound no.	1	2	3	4	5
TDP2 absorb	3	4	-1	3	-11
ADAM17 inh	2	-3	2	-6	-3
Tn7 DDE FP	2	4	7	9	-10
PLC-gamma1 inh	1	2	-2	-1	0
ADAM10 inh	4	1	6	-1	-5
ASAP1 inh	.	15	-7	-6	5
Tn6 DDE FP	8	8	-1	0	-5
SIAE primary	11	-4	-11	2	-4
PLCb3 inh	-1	2	-11	0	-4
ARFGAP1 inhibitor	.	-15	-1	11	1

6: CC1CC(C)CN(CCCNC(=O)CN2C(=O)c3cccnc3Oc3ccccc32)C1 (stereo not drawn)
7: Cc1cccc(N=C2NC(=O)/C(=C/c3cn(C)c4ccccc34)S2)c1
8: Cc1cc(C)c(C#N)c(SCC(=O)N(C)C2CCCCC2)n1
9: Cc1ccc(S(=O)(=O)N2CCC(C(=O)OCC(=O)N(CCC#N)c3ccc(F)cc3)CC2)cc1C
10: COc1ccc2c3c([nH]c2c1)[C@H]1C[C@H]2[C@H](C[C@@H](O)[C@H](OC)[C@H]2C(=O)O)CN1CC3
compound no.	6	7	8	9	10
TDP2 absorb	-10	7	2	-19	-6
ADAM17 inh	1	-1	-4	-6	-275
Tn7 DDE FP	2	1	-5	-3	10
PLC-gamma1 inh	0	-3	1	-2	i
ADAM10 inh	6	-6	-27	0	i
ASAP1 inh	4	6	1	2	13
Tn6 DDE FP	-9	2	2	-2	2
SIAE primary	1	3	4	-2	5
PLCb3 inh	-3	0	-1	-5	i
ARFGAP1 inhibitor	-2	2	-5	12	-4

Brought forward from above: two compounds, then new ones.
9: Cc1ccc(S(=O)(=O)N2CCC(C(=O)OCC(=O)N(CCC#N)c3ccc(F)cc3)CC2)cc1C
10: COc1ccc2c3c([nH]c2c1)[C@H]1C[C@H]2[C@H](C[C@@H](O)[C@H](OC)[C@H]2C(=O)O)CN1CC3
11: CN(c1cccc(NC(=O)CN2C(=O)c3ccccc3S2(=O)=O)c1)S(C)(=O)=O
12: CC(=O)c1ccc(O)c(CC=C(C)C)c1O
13: CS(=O)(=O)N1Cc2ccccc2CC1C(=O)OCC(=O)NCc1ccccc1 (stereo not drawn)
14: CN(c1cc(Cl)c2c(c1)OCO2)c1cc2c(c3c1ccn3C)C1CCC2C1 (stereo not drawn)
15: CSCCC(C(=O)Nc1c(C)cccc1C)N(C)CCc1ccccc1 (stereo not drawn)
compound no.	9	10	11	12	13	14	15
TDP2 absorb	-19	-6	6	6	4	-5	8
ADAM17 inh	-6	-275	-3	-2	-3	0	-3
Tn7 DDE FP	-3	10	7	2	4	-6	12
PLC-gamma1 inh	-2	i	-1	-6	3	-6	-1
ADAM10 inh	0	i	4	-13	-19	-5	-6
ASAP1 inh	2	13	-1	7	1	5	1
Tn6 DDE FP	-2	2	3	-2	-1	0	5
SIAE primary	-2	5	14	1	0	5	4
PLCb3 inh	-5	i	0	-8	-4	-12	0
ARFGAP1 inhibitor	12	-4	2	-1	-3	-4	-10

16: CCOc1cc(C)c(Cl)cc1S(=O)(=O)n1ccnc1
17: Fc1cc2nccnc2cc1N1CCSCC1
18: CNC(=S)N1CCN(S(=O)(=O)c2ccc3ccccc3c2)CC1
19: COc1ccc(C(=O)N2CCC2(C)C(=O)NC(C)C)cc1 (stereo not drawn)
20: CCC1(c2ccccc2)NC(=O)N(CC(=O)Nc2cc(Cl)ccc2N2CCOCC2)C1=O (stereo not drawn)
compound no.	16	17	18	19	20
TDP2 absorb	9	3	-12	-4	6
ADAM17 inh	1	-9	0	-1	3
Tn7 DDE FP	-4	-4	-4	-1	1
PLC-gamma1 inh	1	-266	4	0	3
ADAM10 inh	8	-21	-4	-4	3
ASAP1 inh	-10	-7	2	-2	2
Tn6 DDE FP	1	-2	-4	-6	-3
SIAE primary	-2	-1	6	-4	4
PLCb3 inh	5	-395	-7	2	-3
ARFGAP1 inhibitor	-5	12	8	8	-5

21: O=C(COC(=O)c1ccccc1-c1nc2ccccc2s1)NC1CCS(=O)(=O)C1 (stereo not drawn)
22: Nc1cnc(CNc2ccccc2Cl)cn1
23: CC(C)Cn1c(N)c(C(=O)COC(=O)c2cc(C(F)(F)F)nc3ccccc23)c(=O)n(C)c1=O
24: O=C(CC1CCCCC1)OCn1nnc2ccccc2c1=O
25: CC1C(=O)N(Cc2cn(CCC3OCCO3)nn2)CCS(=O)(=O)N1Cc1ccc(-c2cccc(N(C)C)c2)cc1 (stereo not drawn)
compound no.	21	22	23	24	25
TDP2 absorb	-5	5	-4	7	0
ADAM17 inh	-4	-1	-4	0	-4
Tn7 DDE FP	-3	-1	1	4	-3
PLC-gamma1 inh	2	0	-4	3	-11
ADAM10 inh	-10	2	-16	5	-26
ASAP1 inh	0	12	2	-3	-8
Tn6 DDE FP	-4	-3	4	-3	8
SIAE primary	7	13	-6	3	-3
PLCb3 inh	-1	4	-14	3	-19
ARFGAP1 inhibitor	-3	-1	15	1	4

26: Cc1ccc(C(=O)N2CCN(C(=O)N3CCOCC3)CC2)cc1
27: O=S(=O)(c1cccc(F)c1)N1CCN(Cc2cc3c(cc2Br)OCCO3)CC1
28: O=C(C1CCCCC1)N1CCN=C1SCc1cccnc1
29: COc1ccc(NC(=O)c2cc3c(CO)cnc(C)c3oc2=Nc2cccc(C)c2)c(OC)c1
30: COc1ccc(N2C(=O)C3ON(C4SC(=S)N(C)C4(C)C)C(c4ccc([N+](=O)[O-])cc4)C3C2=O)cc1 (stereo not drawn)
compound no.	26	27	28	29	30
TDP2 absorb	-23	-2	2	-9	-11
ADAM17 inh	3	-1	-5	-5	0
Tn7 DDE FP	1	7	-4	3	0
PLC-gamma1 inh	10*	1	-2	-4	4
ADAM10 inh	-2	9	-10	-12	-6
ASAP1 inh	9	13	3	-9	0
Tn6 DDE FP	0	3	-2	-3	-2
SIAE primary	10	1	4	5	-1
PLCb3 inh	5	-7	-5	2	2
ARFGAP1 inhibitor	10	-3	-9	-4	3

31: Cc1nn(-c2ccccc2)c(C)c1/C=N/NC(=O)CSc1nnc(SCc2ccccc2Cl)s1
32: CC1CC(C)C(=NNC(N)=O)C(C(O)CC2CCC(=O)NC2=O)C1 (stereo not drawn)
33: O=Cc1ccc(-n2cccn2)cc1
34: CC(C)(C)c1csc(NC(=O)Cn2c(=O)oc3ccccc32)n1
35: Cc1cc(C(=O)N/N=C/c2ccc([N+](=O)[O-])o2)c(C)o1
compound no.	31	32	33	34	35
TDP2 absorb	2	-6	8	-3	7
ADAM17 inh	3	1	-4	2	-3
Tn7 DDE FP	2	-6	0	1	1
PLC-gamma1 inh	1	-2	2	8	-3
ADAM10 inh	4	-18	1	11	3
ASAP1 inh	1	7	9	-10	-1
Tn6 DDE FP	-2	-2	4	3	-2
SIAE primary	-20	-3	7	-4	15
PLCb3 inh	0	1	-3	5	-11
ARFGAP1 inhibitor	11	1	-2	5	0

36: Cc1cccc(C)c1NC(=O)CSCCO
37: O=S(=O)(c1ccc2c(c1)CCCN2)N1CCCC2CCCCC21 (stereo not drawn)
38: CCC1CCCCN1C(=O)c1sc2nc(C)nc(N(CC)CC)c2c1C (stereo not drawn)
39: COc1ccccc1C1CC(c2ccc(F)cc2)Nc2ncnn21 (stereo not drawn)
compound no.	36	37	38	39
TDP2 absorb	1	-12	5	1
ADAM17 inh	-10	-3	-2	-2
Tn7 DDE FP	10	2	7	0
PLC-gamma1 inh	5	0	-2	-1
ADAM10 inh	-1	8	4	-8
ASAP1 inh	8	-4	1	15
Tn6 DDE FP	-10	7	1	-2
SIAE primary	1	0	0	4
PLCb3 inh	-3	-10	-2	-8
ARFGAP1 inhibitor	-2	20	-4	3

Entries from the list above that contain fluorine:
2: Cc1ccc(C(=O)Nc2cccc3[nH]c(C(F)(F)F)nc23)cc1
4: O=C(O)CNC(=S)N(Cc1ccccc1)Cc1ccccc1F
9: Cc1ccc(S(=O)(=O)N2CCC(C(=O)OCC(=O)N(CCC#N)c3ccc(F)cc3)CC2)cc1C
17: Fc1cc2nccnc2cc1N1CCSCC1
23: CC(C)Cn1c(N)c(C(=O)COC(=O)c2cc(C(F)(F)F)nc3ccccc23)c(=O)n(C)c1=O
27: O=S(=O)(c1cccc(F)c1)N1CCN(Cc2cc3c(cc2Br)OCCO3)CC1
39: COc1ccccc1C1CC(c2ccc(F)cc2)Nc2ncnn21 (stereo not drawn)
compound no.	2	4	9	17	23	27	39
TDP2 absorb	4	3	-19	3	-4	-2	1
ADAM17 inh	-3	-6	-6	-9	-4	-1	-2
Tn7 DDE FP	4	9	-3	-4	1	7	0
PLC-gamma1 inh	2	-1	-2	-266	-4	1	-1
ADAM10 inh	1	-1	0	-21	-16	9	-8
ASAP1 inh	15	-6	2	-7	2	13	15
Tn6 DDE FP	8	0	-2	-2	4	3	-2
SIAE primary	-4	2	-2	-1	-6	1	4
PLCb3 inh	2	0	-5	-395	-14	-7	-8
ARFGAP1 inhibitor	-15	11	12	12	15	-3	3

From PubChem BioAssay
